From PubChem
GCN5L2 inh = qHTS Assay for Inhibitors of GCN5L2; Histone acetyltransferase KAT2A (Homo sapiens), Q92830; GCN5L2 HAT assay, ThioGlo1 CoA-SH fluorescence; Potency, µM (top dose mostly 58.9 µM), inactives show top-dose activity change, negative = inhibition, actives largely listed as inhibitors; 390,000 tested, 0.21% active; active means well fitted inhibition curve with a large enough effect; inconclusive means small, poorly fitted or top-dose-only effect, or another doubt; inactive means no such curve, though single readings can be large or run the other way
Target sequence (Q92830 whole entry, looked up): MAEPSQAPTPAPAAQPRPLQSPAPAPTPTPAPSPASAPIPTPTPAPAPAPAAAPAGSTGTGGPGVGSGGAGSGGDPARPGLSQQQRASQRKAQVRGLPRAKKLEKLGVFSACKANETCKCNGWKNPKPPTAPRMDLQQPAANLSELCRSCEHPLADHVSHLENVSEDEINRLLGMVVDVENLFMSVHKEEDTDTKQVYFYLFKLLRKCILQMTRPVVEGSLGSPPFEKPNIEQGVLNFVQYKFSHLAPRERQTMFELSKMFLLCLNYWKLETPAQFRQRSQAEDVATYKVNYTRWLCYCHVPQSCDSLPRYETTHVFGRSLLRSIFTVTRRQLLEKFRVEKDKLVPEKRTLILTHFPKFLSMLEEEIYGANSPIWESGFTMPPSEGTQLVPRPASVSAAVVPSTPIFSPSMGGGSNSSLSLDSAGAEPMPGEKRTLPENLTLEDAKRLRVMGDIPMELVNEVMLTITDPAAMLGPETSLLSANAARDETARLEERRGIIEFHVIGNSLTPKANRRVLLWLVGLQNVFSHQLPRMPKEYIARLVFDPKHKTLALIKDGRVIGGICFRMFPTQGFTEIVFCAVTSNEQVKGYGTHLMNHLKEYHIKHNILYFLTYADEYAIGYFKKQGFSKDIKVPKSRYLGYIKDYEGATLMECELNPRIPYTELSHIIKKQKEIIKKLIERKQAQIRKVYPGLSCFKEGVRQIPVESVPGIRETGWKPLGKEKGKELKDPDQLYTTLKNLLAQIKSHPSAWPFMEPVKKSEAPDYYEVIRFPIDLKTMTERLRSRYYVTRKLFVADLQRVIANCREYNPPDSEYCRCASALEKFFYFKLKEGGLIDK
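Free CoA generated was detected with ThioGlo1 (50uM) fluorescence at Ex340nm/Em540nm, read immediately and after 20 min at room temperature. Enzyme, 20 nM in HEPES pH 7.5 buffer, saw compounds 15 min before adding 75uM H3(1-25) peptide and 70uM acetyl-CoA.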
* marks the source's active call; other numbers are inactive results; ? = inconclusive; & = joins results of further samples; [ ] = another dose, or the depositor's remark. On the % scale 0 is the no-effect control and ±100 the full control effect; potency means the concentration at half of the fitted maximal effect. Only part of the results is shown, so the mix of outcomes need not match the whole.

SMILES | GCN5L2 inh
CC[C@H](C)[C@H](NC(=O)[C@H](CO)NC(=O)[C@H](CC(C)C)NC(=O)[C@H](CO)NC(=O)[C@@H]1CCCN1C(=O)[C@H](CC(N)=O)NC(=O)[C@@H](N)CC(=O)O)C(=O)N[C@@H](CC(=O)O)C(=O)N[C@@H](CC(C)C)C(=O)N[C@H](C(=O)N[C@@H](Cc1ccccc1)C(=O)N[C@@H](Cc1cnc[nH]1)C(=O)N[C@@H](CC(C)C)C(=O)N[C@@H](CC(C)C)C(=O)N[C@@H](CCCNC(=N)N)C(=O)N[C@H](C(=O)N[C@@H](CC(C)C)C(=O)N[C@@H](CC(C)C)C(=O)N[C@@H](CCC(=O)O)C(=O)N[C@@H](CC(C)C)C(=O)N[C@@H](C)C(=O)N[C@@H](CCCNC(=N)N)C(=O)N[C@H](C(=O)N[C@@H](CCC(N)=O)C(=O)N[C@@H](CO)C(=O)N[C@@H](CCC(N)=O)C(=O)N[C@@H](CCCNC(=N)N)C(=O)N[C@@H](CCC(=O)O)C(=O)N[C@@H](CCCNC(=N)N)C(=O)N[C@@H](C)C(=O)N[C@@H](CCC(=O)O)C(=O)N[C@@H](CCC(N)=O)C(=O)N[C@@H](CC(N)=O)C(=O)N[C@@H](CCCNC(=N)N)C(=O)N[C@H](C(=O)N[C@H](C(=O)N[C@@H](Cc1ccccc1)C(=O)N[C@@H](CC(=O)O)C(=O)N[C@@H](CO)C(=O)N[C@H](C(N)=O)C(C)C)[C@@H](C)CC)[C@@H](C)CC)[C@@H](C)O)[C@@H](C)O)[C@@H](C)O | -8.6%
Cc1ccc(F)cc1-c1ccc(C(=O)N=C(N)N)o1 | -2.4%
COc1ccc(C[C@H](C(=O)O)N2C(=O)c3ccc(C(=O)O)cc3C2=O)cc1 | -6.7%
CCOc1ccc(C2=Cc3cc(OC)c(OC)cc3C(=C(Cl)Cl)O2)cc1 | 0.3%
CC1(C)CC(NC(=S)NCc2ccc3c(c2)OCO3)CC(C)(C)N1 | 3.0%
C=C1c2cccc(C(F)(F)F)c2O[C@H](C(=O)OCC)[C@@H]1CCC(C)C | -13.2%[88.6 µM]
CCOC(=O)c1cc2c(=O)n3cc(C)ccc3nc2n(Cc2cccnc2)c1=N | 11.7%
CC(C)(C)n1nc2c(c1NC(=O)Cc1cccs1)CSC2 | -4.5%
CS[C@@H]1SC[C@H]2C(=O)N(C)C(C(C)C)C(=O)OC[C@@H](NC(=O)c3cnc4ccccc4n3)C(=O)N[C@@H](C)C(=O)N(C)[C@H]1C(=O)N(C)C(C(C)C)C(=O)OC[C@@H](NC(=O)c1cnc3ccccc3n1)C(=O)N[C@@H](C)C(=O)N2C (stereo partly drawn) | 15.2%
Cc1cc(F)ccc1NC(=O)C1CCCN(S(=O)(=O)c2ccc3c(c2)CCCC(=O)N3)C1 (stereo not drawn) | 3.0%
NC(=O)c1ccc(-c2noc(-c3ccccc3F)n2)cc1 | 0.0%
COc1cc2nc(-c3ccccc3)nc(N3CCCC3)c2cc1OC | -2.2%
O=C(Nc1ccc(Cl)c(Cl)c1)Nc1cc(C(=O)NC2CC2)ccc1Cl | 25.8%
O=C(c1cccnc1)N1CCN(c2ccccc2Cl)CC1 | -0.1%
Cc1cccc(-n2c(N)cc(=O)nc2SC(C)C(=O)NC2CCCCC2)c1 (stereo not drawn) | -3.1%
O=C(O)c1ccc2c(c1)C(=O)N([C@H](Cc1ccc(Cl)cc1)C(=O)O)C2=O | 0.7%
Cc1ccc(S(=O)(=O)/C(C#N)=C/c2c(Oc3ccc(Cl)cc3)nc3c(C)cccn3c2=O)cc1 | -2.3%
COc1ccc(OC)c(/C=C/c2ccc3cccc(O)c3n2)c1 | -6.6%
CC1(Cn2ccnn2)[C@H](C(=O)O)N2C(=O)C[C@H]2S1(=O)=O (stereo partly drawn) | -13.2%
N#CC1(C#N)C2=C(CCCC2)NC(c2ccccc2)C1(C#N)C#N (stereo not drawn) | -0.8%
Cc1ccc(C(C)C)c(OCC(=O)NN=C(CCl)CCl)c1 | -1.9%
C=C(C)C(=O)OCCO | 39.1%[activator]
Cc1cccc(/C(N)=N/OC(=O)c2cccc3ccccc23)c1 | -10.7%
CCOc1ccc(C2C(C#N)=C(N)SC(N)=C2C#N)cc1OC | -7.1%
CCOC(=O)c1[nH]c(C)c(C(=O)O)c1C | 0.0%
(continued)
SMILES | GCN5L2 inh
N[C@H](C(=O)O)[C@H](Cc1ccccc1)C(=O)O | -1.6%
CCOC(=O)c1noc2nc(C)n(CC(=O)Nc3ccc(OC)c(Cl)c3)c(=O)c12 | -11.8%
O=C1CSC(=S)N1N1C(=O)c2cccc([N+](=O)[O-])c2C1=O | -11.6%
N#CCCS(=O)(=O)c1nnnn1-c1ccccc1 | -6.2%
CCOc1ccc(-c2nc(-c3ccc(OC)c(OC)c3)no2)cc1OCC | 3.1%
COc1ccc(OC)c([C@H](O)CNC(=O)CN)c1 | ?
Cc1ccc(-n2c(=O)c3sccc3n(Cc3cc(=O)n4ccccc4n3)c2=O)cc1F | 6.3%
Cc1ccc(S(=O)(=O)NC(=O)N2CCC(C)CC2)cc1 | -3.6%
O=C1COc2cc(S(=O)(=O)CCC(=O)N3CCN(c4ccccc4)CC3)c(Cl)cc2N1 | -1.3%
OC(CN1CCNCC1)Cn1ccc2ccccc21 (stereo not drawn) | -5.8%
O=C(O)C1CCC(N2C(=O)c3c(Cl)c(Cl)c(Cl)c(Cl)c3C2=O)CC1 (stereo not drawn) | -15.0%
COc1cc(/C=C(\C#N)c2nc3c(s2)CC(C)CC3)ccc1O (stereo not drawn) | -18.5%
Cc1cc(C(=O)CSc2cccc[n+]2[O-])c(C)n1-c1ccc(Br)cc1 | -1.7%
CNC(=O)c1c(NC(=O)c2nc3ccccc3s2)sc2c1CCC2 | -2.9%
OC[C@H]1OC(O)[C@@H](O)[C@@H](O)[C@H]1O (stereo partly drawn) | 0.0%
CCOC(=O)N1CCN(C(=O)c2nn(-c3cc(OC)cc(OC)c3)c(=O)c3ccccc23)CC1 | -1.5%
CN(C)CCCN1C(=O)C(=O)/C(=C(/O)c2ccc(OCc3ccccc3)cc2)C1c1cccnc1 (stereo not drawn) | -2.2%
CCCC(=O)N1CCN(c2ccc(C(=O)c3ccc(OC)c(Br)c3)cc2F)CC1 | -8.2%
COc1cccc(C2/C(=C(/O)c3ccncc3)C(=O)C(=O)N2CCCN(C)C)c1 (stereo not drawn) | -6.5%
CCCC[C@H](NC(=O)[C@H](CO)NC(=O)[C@H](Cc1ccc(O)cc1)NC(=O)[C@H](CO)NC(C)=O)C(=O)N[C@@H](CCC(=O)O)C(=O)N[C@@H](Cc1cnc[nH]1)C(=O)N[C@H](Cc1ccccc1)C(=O)N[C@@H](CCCNC(=N)N)C(=O)N[C@@H](Cc1c[nH]c2ccccc12)C(=O)NCC(=O)N[C@@H](CCCCN)C(=O)N1CCC[C@H]1C(=O)N[C@H](C(N)=O)C(C)C | -3.1%
COc1ccc2c(c1)c(=O)oc1cc3oc(C)c(C)c3cc12 | -5.0%
Cc1ccc(-c2nc(C(=O)N3CCN(c4ccccc4)CC3)c3n2CCCCC3)cc1 | -5.0%
Cc1cc2cc(CCNC(=O)C3c4ccccc4Oc4ccccc43)c(=O)[nH]c2cc1C | 1.4%
Cc1nc(SCC(=O)c2cc3ccccc3oc2=O)c(C#N)c(C)c1C(=O)Nc1ccccc1 | 0.4%
O=C(O)C1C2C=CC(O2)C1C(=O)NCCCn1ccnc1 (stereo not drawn) | -0.7%
The listing continues:
SMILES | GCN5L2 inh
O=S(=O)(Oc1ccc(Cl)cc1)c1ccccc1 | 0.0%
O=C1Nc2ccccc2S/C1=C\C(=O)N1CCCC1 | 1.4%
CCCCCCCCCCCCCCCCCC(=O)NCC(COP(=O)([O-])OCC[N+](C)(C)C)OCC (stereo not drawn) | ?
Cc1ccc(S(=O)(=O)NC(=O)c2ccc(-c3ccc(-c4ccccc4)cc3)o2)c(C)c1 | ?
Cc1ccn2cc(-c3ccc(S(=O)(=O)N4CCOCC4)cc3)nc2c1 | -8.2%
NC(=O)C1O[C@@H](O)[C@H](O)[C@@H](O)[C@H]1O (stereo partly drawn) | 9.3%
Cn1c2cc(B(O)O)sc2c2cnn(Cc3c(F)cccc3F)c(=O)c21 | -0.8%
CC1CN(S(=O)(=O)c2ccc(C(=O)Nc3sc4c(c3C(N)=O)CCN(C)C4)cc2)CC(C)O1 (stereo not drawn) | -4.3%
COc1cc(C(=O)NCCc2sc(-c3ccc(C)cc3)nc2C)cc(OC)c1OC | 0.2%
CCCCSc1nc2sc3c(c2c(=O)n1-c1ccccc1C)CC(C)(C)OC3 | -4.1%
O=C(c1ccco1)N1CCN(c2ncnc3c2[nH]c2ccc(Cl)cc23)CC1 | -3.8%
c1ccc2c(c1)OCCOCCOCCOCCO2 | 11.1%
CN(C)c1ccc(CNC(=O)CN2CCSc3ccc(S(=O)(=O)N(C)C)cc32)cc1 | -10.4%
NC(C(=O)N[C@@H]1C(=O)N2C(C(=O)O)=C(Cl)CS[C@H]12)c1ccccc1 (stereo partly drawn) | -0.4%
Cc1nc(N2CCCCC2)sc1C(=O)c1ccc(Cl)c([N+](=O)[O-])c1 | -15.4%
CCCCCn1c(=N)c(S(=O)(=O)c2ccccc2)cc2c(=O)n3cccc(C)c3nc21 | -1.5%
Cc1ccc(NC(=O)N(Cc2ccco2)Cc2cc3cc(C)cc(C)c3nc2Cl)cc1 | -8.9%
CCn1cnc2c(Nc3cc(F)cc(F)c3)nc(C#N)nc21 | 2.8%
Cc1ccc(-c2nc3ccccc3[nH]2)cc1NC(=O)COc1cccc(C)c1C | -5.7%
O=C(Cn1nc(-c2ccc3c(c2)OCCO3)ccc1=O)Nc1cccc(NC(=O)c2ccccn2)c1 | -9.1%
COc1ccc(NC2C[C@H]3CCCC(=O)N4CC[C@@H](C2)[C@@H]34)cc1 (stereo partly drawn) | 8.4%[88.6 µM]
COc1ccc([C@]23Cc4cc(C#N)ccc4C(O2)C2=C(CC4(CCCCC4)OC2=O)O3)cc1 | -15.7%[12.7 µM]
Cc1cc2nn(-c3ccc(F)cc3)nc2cc1NC(=O)c1cccc2ccccc12 | -4.2%
Cc1ccc(/C=C2/C(=O)C3(C)CCC2C3(C)C)cc1 (stereo not drawn) | 0.4%
CCc1ccc(/C=C2/SC(=S)N(CCC(=O)Nc3ccc(C(=O)O)cc3)C2=O)cc1 | ?

Part of the list above in order of length of the SMILES, low to high.
SMILES | GCN5L2 inh
Cn1c2cc(B(O)O)sc2c2cnn(Cc3c(F)cccc3F)c(=O)c21 | -0.8%
CCCCSc1nc2sc3c(c2c(=O)n1-c1ccccc1C)CC(C)(C)OC3 | -4.1%
CCc1ccc(/C=C2/SC(=S)N(CCC(=O)Nc3ccc(C(=O)O)cc3)C2=O)cc1 | ?
CCCCCCCCCCCCCCCCCC(=O)NCC(COP(=O)([O-])OCC[N+](C)(C)C)OCC (stereo not drawn) | ?

An excerpt from above in order of the GCN5L2 inh value, falling.
SMILES | GCN5L2 inh
NC(=O)C1O[C@@H](O)[C@H](O)[C@@H](O)[C@H]1O (stereo partly drawn) | 9.3%
O=C(c1ccco1)N1CCN(c2ncnc3c2[nH]c2ccc(Cl)cc23)CC1 | -3.8%
CC1CN(S(=O)(=O)c2ccc(C(=O)Nc3sc4c(c3C(N)=O)CCN(C)C4)cc2)CC(C)O1 (stereo not drawn) | -4.3%
Cc1ccc(-c2nc3ccccc3[nH]2)cc1NC(=O)COc1cccc(C)c1C | -5.7%
Cc1ccc(NC(=O)N(Cc2ccco2)Cc2cc3cc(C)cc(C)c3nc2Cl)cc1 | -8.9%

Remaining list, next part:
SMILES | GCN5L2 inh
CC(C)C[C@H](NC(=O)c1ccc(NCc2cnc[nH]2)cc1-c1cccc2ccccc12)C(=O)O | -12.6%
CC(=O)Nc1cccc(Cn2cccn2)c1 | 0.5%
Cc1ccc(C)c(CN2C(=O)c3ccccc3S(=O)(=O)c3ccc(C(=O)Nc4ccccc4C(F)(F)F)cc32)c1 | -3.0%
Cc1sc2nc(-c3ccncc3)[nH]c(=O)c2c1-c1ccccc1 | -0.4%
O=c1c2ncn([C@@H]3O[C@@H]4COP(=O)(O)O[C@H]4[C@H]3O)c2nc2[nH]c(-c3ccccc3)cn12 | 8.5%
CN[C@@H]1[C@H](O[C@@H]2O[C@H](C)[C@@](O)(CO)[C@H]2O[C@H]2[C@H](O)[C@H](O)[C@H](N=C(N)N)[C@@H](O)[C@@H]2N=C(N)N)O[C@@H](CO)[C@H](O)[C@H]1O | -4.7%
CCN(CC)S(=O)(=O)c1ccc2c(c1)N(CC(=O)NCCCN1CCN(c3cc(Cl)ccc3C)CC1)C(=O)CO2 | 2.7%
c1cncc(-c2nc(Oc3ccc(-c4nnco4)cc3)c3c4c(sc3n2)CCCC4)c1 | -0.7%
Cc1ccc2c(c1)C1C=CCC1C(C(=O)O)N2 (stereo not drawn) | 25.1µM*
OCC#CCSc1nnc(-c2cccc3ccccc23)o1 | -8.0%&-9.8%
Cc1ccc(OCc2ccc(Br)cc2)c([N+](=O)[O-])n1 | -5.7%
Cc1ccc2oc(-c3cc(NC(=O)c4ccc5c(c4)OCCO5)cc(C)c3O)nc2c1 | -18.1%
Cc1ccc(C2CC(c3cccs3)=NN2C(=O)CSc2nc(=O)n3ccc(C)cc3n2)cc1 (stereo not drawn) | -27.2%
CC(C)[C@@H]1NC(=O)c2cc([N+](=O)[O-])cc(I)c2NCCCC[C@@H](C(=O)NC(CC(=O)O)C(N)=O)NC(=O)[C@H](CO)NC1=O (stereo partly drawn) | -4.7%
COC(=O)/C=C1/S/C(=N/N=C/c2ccc(N(C)C)cc2)NC1=O | -1.6%
CCc1nnc(NS(=O)(=O)c2ccc(NS(=O)(=O)c3ccc(NC(C)=O)cc3)cc2)s1 | 1.9%
